# Compound activity: PubChem, The Scripps Research Institute Molecular Screening Center
# MBD2 DNA inh = inhibitors of human MBD2 binding to methylated oligonucleotide | Q9UBB5 | TR-FRET | inhibition, % at 4.4 µM | hit rate 0.31% among 370,000 | AID 686964; in the data active means inhibition above about 13%
# PLCb3 inh = PLC-beta3 (human) inhibition, primary screen; inhibition, % at 12.2 µM; Q01970; hit rate 0.18% among 370,000; Purified PLC-beta3, fluorogenic substrate, fluorescence; AID 720704; in the data active means inhibition above about 11%;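 further: 0% = median of compound wells on plate and 100% = full blocker control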
# ARFGAP1 inhibitor = inhibitors of rat ARFGAP1. Q62848. Arfgap1-stimulated ARF1 GTP hydrolysis, GDP FP detection. inhibition, % at 16.5 µM. hit rate 0.26% among 360,000. AID 651572;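 active means inhibition above a per-plate limit, mean inhibition of low control wells plus 3 SD, cut at about 25% in these data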;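 further: 0% = DMSO wells with enzyme and 100% = wells lacking Arfgap1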
#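 Material: rat Arfgap1 GAP domain (His6, aa 1-136), purified enzyme. Also added: human ARF1(Δ1-17)-GTP substrate. Compound dosing: 16.5 µM single point, 1.26% DMSO. Timing: enzyme reaction 120 min at 25 °C after 20 min preincubation. Signal: GDP detection by fluorescence polarization. Read-out basis: percent inhibition of GAP-stimulated GDP formation, scaled between DMSO and no-Arfgap1 medians.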
# ASAP1 GAP inh = ASAP1 ArfGAP inhibition; AID 624377; hit rate 0.19% among 360,000; inhibition, % at 16.5 µM; Q9ULH1; ASAP1-stimulated ARF1 GTP hydrolysis, GDP FP detection; in the data active means inhibition above about 25%;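 further: 0% = vehicle with enzyme and substrate and 100% = no enzyme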
# DDE Tn7 FP inh = DD(E)-Tn7 binding inhibition, primary FP screen; P02675; FP displacement of FITC-Tn7 peptide from fibrin DD(E); 0% = median of compound wells per plate; inhibition, % at 8.3 µM; hit rate 0.13% among 370,000; AID 720508;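 active means inhibition above the mean of compounds falling within the control limits plus 3 SD of them, cut at about 14% in these data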;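 further: 0% = plate median of compound wells and 100% = 10 µM Aha-Tn7 peptide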
#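 assay system = human clot-derived fibrin DD(E) complex | quantity = Fibrin-DD(E) at 2 µM final | timing = 10 min preincubation, 3 h with tracer, room temperature | signal = fluorescence polarization | measure = percent inhibition | benchmarks = high control wells with 10 µM unlabelled Aha-Tn7 peptide (full inhibition) | replicates = singlicate testing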
# KLK7 zymogen act = activates the human kallikrein-7 zymogen; hit rate 0.9% among 370,000; P49862; activation, % at 7 µM; purified proKLK7, EDANS-DABCYL substrate fluorescence; 100% is mature enzyme control, 0% vehicle;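 active means activation above the mean of all tested compounds plus 3 SD, computed per campaign excluding outliers beyond control limits, cut at about 13% in these data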
# DDE Tn6 FP inh = inhibitors of Tn6 peptide binding to human fibrin DD(E) | inhibition, % at 8.3 µM | Fibrin DD(E) TRITC-Tn6 fluorescence polarization displacement | P02675 | AID 720509 | hit rate 0.21% among 370,000;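 active means inhibition above a per-campaign cutoff: mean of compounds within control limits plus 3 SD, cut at about 15% in these data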;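 further: 0% = median of all compound wells on the plate and 100% = blocking peptide control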
# UHRF1 MBD2 ctr = UHRF1 methyl-DNA binding inhibition. Q96T88. UHRF1 binding to methylated oligo, TR-FRET. inhibition, % at 4.4 µM. hit rate 0.75% among 370,000. AID 687016; in the data active means inhibition above about 21%;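 further: UHRF1 SRA domain binding a hemimethylated CpG hairpin DNA probe; 0% = median of test compound wells and 100% = reference inhibitor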
# ADAM17 inh = inhibits human ADAM17 | recombinant ADAM17, EDANS/DABCYL FRET peptide cleavage | inhibition, % at 6.95 µM | hit rate 0.83% among 370,000 | AID 720648 | P78536;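 active means inhibition above the mean of compounds lying between control limits plus 3 SD, set per campaign, cut at about 8.5% in these data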;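 further: 0% = DMSO-only wells as the low control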
# PLCg1 inh = blocks human PLC-gamma1 enzyme activity. purified PLC-gamma1, fluorogenic substrate, fluorescence. inhibition, % at 12.2 µM. hit rate 0.84% among 370,000. AID 720700; in the data active means inhibition above about 9.5%
# Target sequence (P19174 whole entry, looked up): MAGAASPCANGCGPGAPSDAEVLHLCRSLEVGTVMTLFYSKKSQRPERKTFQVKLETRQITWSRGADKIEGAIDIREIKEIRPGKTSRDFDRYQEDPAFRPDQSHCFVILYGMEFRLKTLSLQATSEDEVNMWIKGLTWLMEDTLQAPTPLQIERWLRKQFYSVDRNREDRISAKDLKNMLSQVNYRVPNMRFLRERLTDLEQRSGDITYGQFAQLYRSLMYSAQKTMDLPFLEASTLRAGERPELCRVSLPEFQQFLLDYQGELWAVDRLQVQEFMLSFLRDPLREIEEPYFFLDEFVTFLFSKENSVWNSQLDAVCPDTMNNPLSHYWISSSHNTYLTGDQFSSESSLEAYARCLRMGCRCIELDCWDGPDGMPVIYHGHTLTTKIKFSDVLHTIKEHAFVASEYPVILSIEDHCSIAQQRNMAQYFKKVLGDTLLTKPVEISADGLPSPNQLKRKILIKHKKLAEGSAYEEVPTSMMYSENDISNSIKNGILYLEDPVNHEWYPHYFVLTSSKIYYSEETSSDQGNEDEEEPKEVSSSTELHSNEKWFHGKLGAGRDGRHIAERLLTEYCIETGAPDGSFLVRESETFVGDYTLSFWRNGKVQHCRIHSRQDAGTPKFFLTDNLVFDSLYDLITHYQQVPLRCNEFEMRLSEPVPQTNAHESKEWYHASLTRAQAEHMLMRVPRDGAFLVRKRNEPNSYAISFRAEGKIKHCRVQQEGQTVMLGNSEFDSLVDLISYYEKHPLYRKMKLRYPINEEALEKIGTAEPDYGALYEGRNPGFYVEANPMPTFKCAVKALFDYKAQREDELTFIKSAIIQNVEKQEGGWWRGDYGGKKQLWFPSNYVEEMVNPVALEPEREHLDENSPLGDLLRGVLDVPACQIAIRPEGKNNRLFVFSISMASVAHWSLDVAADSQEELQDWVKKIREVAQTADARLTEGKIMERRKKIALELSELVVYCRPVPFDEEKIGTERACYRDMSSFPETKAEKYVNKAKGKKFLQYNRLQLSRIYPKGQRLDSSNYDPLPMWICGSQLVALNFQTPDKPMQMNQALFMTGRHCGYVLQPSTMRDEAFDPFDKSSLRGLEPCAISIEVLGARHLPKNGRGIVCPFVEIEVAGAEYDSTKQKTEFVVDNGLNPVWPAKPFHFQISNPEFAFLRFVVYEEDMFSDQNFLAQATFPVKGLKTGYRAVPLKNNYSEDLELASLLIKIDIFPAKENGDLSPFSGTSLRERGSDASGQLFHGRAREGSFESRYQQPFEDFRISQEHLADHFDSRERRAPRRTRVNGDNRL
# * = called active by the depositor; i = inactive; nt = not tested or not shown.
1) CC1(C)C2CCC1(C)C(OC(=O)CSc1nc(N)cc(=O)[nH]1)C2 (stereo unspecified)
2) CC(C)CN1C(=O)C[C@]2(C(=O)N(C)c3ccc(NC(=O)C(F)(F)F)cc32)C1c1ccccc1 (stereo partly specified)
3) CN(C)c1ccc(C(=O)OCC(=O)N2CCOCC2)cc1
4) O=C(Nc1ccc(F)cc1)OCCOc1ccc([N+](=O)[O-])cc1
5) CN(C)/N=C/c1cn(-c2ccccc2)nc1-c1cccnc1
6) Oc1cccc(NC(=S)Nc2cccnc2)c1
7) CCSc1cnc(-c2ccccc2)n1CC
8) COC(=O)c1ccccc1OCCN1CCCCCC1
9) COc1ccc2[nH]c(=O)c(CN(C(=O)c3cccnc3)c3ccc(C)c(C)c3)cc2c1
10) CC(C)c1ccc(N=Cc2c(O)c3ccccc3oc2=O)cc1

Compound	1	2	3	4	5	6	7	8	9	10
MBD2 DNA inh	4	-3	0	-2	-3	-6	0	3	2	1
PLCb3 inh	-3	-1	-3	-1	-9	1	3	1	-24	-19
ARFGAP1 inhibitor	1	nt	13	-4	-9	1	-12	3	6	8
ASAP1 GAP inh	4	nt	12	-1	-6	-10	6	12	-1	-7
DDE Tn7 FP inh	0	-1	-13	-3	8	3	-6	4	2	5
KLK7 zymogen act	0.2	1.0	-0.1	0.0	0.2	-0.6	-0.1	0.7	2.2	-4.1
DDE Tn6 FP inh	-11	1	-3	-5	4	7	-2	4	-6	9
UHRF1 MBD2 ctr	4	1	1	0	-4	-5	0	-2	0	2
ADAM17 inh	-5	-3	-4	-3	-2	-4	-1	-2	-61	-1
PLCg1 inh	1	-3	-1	2	2	2	-2	0	-13	-13

11) COc1cccc(-c2nc(CS(=O)(=O)CC(=O)NC3CCCc4ccccc43)c(C)o2)c1 (stereo unspecified)
12) CCN1CCN(C(CC(C)C)c2nnnn2CS(=O)(=O)c2ccc(C)cc2)CC1 (stereo unspecified)
13) COc1ccc(-c2csc(C)n2)cc1OC
14) O=C(Oc1ccc(-n2cnnn2)cc1)c1ccco1
15) O=[N+]([O-])c1ccc(N2CCOCC2)cc1NCCCO
16) Cc1cc(C)n(CCNC(=O)c2ccco2)n1
17) CCc1nnc(NC(=O)CCC(=O)N2CCN(Cc3cc(F)ccc3OC)CC2)s1
18) COc1ccc(-c2onc(C)c2-c2ccc(C(=O)OC(C)C)o2)c(O)c1
19) CCC1(CC)NC(=O)N(CC(=O)OCC(=O)Nc2cc(C)ccc2C)C1=O
20) CCN(CC)Cc1cc(C(=O)O)c(C)o1

Compound	11	12	13	14	15	16	17	18	19	20
MBD2 DNA inh	-5	4	-3	-6	-23	5	-1	-6	4	-2
PLCb3 inh	2	2	1	5	0	-3	2	-88	0	0
ARFGAP1 inhibitor	-14	-4	-10	-11	12	15	9	-3	-1	-3
ASAP1 GAP inh	-9	-4	-3	-2	10	-10	-12	0	-9	4
DDE Tn7 FP inh	-12	3	1	3	-5	0	-8	-2	-3	-3
KLK7 zymogen act	-0.3	0.1	0.2	-0.3	0.0	-0.3	-0.1	1.2	-0.2	-0.1
DDE Tn6 FP inh	1	0	-2	5	2	0	-3	-4	0	-2
UHRF1 MBD2 ctr	0	0	-1	4	-14	-1	1	2	-1	3
ADAM17 inh	2	-3	1	2	1	-1	-1	7	-5	-6
PLCg1 inh	0	0	2	1	2	-1	1	-73	-1	-1

21) CCOC(=O)[C@@H]1CSCCS(=O)(=O)N1C(=O)[C@H](Cc1ccccc1)NC(=O)OC(C)(C)C
22) Cc1ccc(Cl)c(OC(=O)c2nn(C(C)C)c(=O)c3ccccc23)c1
23) O=[N+]([O-])c1ccc(-c2csc(N3CCc4ccccc4C3)n2)cc1
24) CCOc1ccc(N=C2NC(=O)SC2CC(=O)OC)cc1 (stereo unspecified)
25) N/C(=N\OC(=O)c1cccc2ccccc12)c1cccnc1
26) Cc1ccc2nc(/C(C#N)=C\c3cc(C)n(-c4cccc([N+](=O)[O-])c4)c3C)[nH]c2c1
27) COC(=O)c1nn(-c2cccc(C)c2)c2nnc(Cc3ccc(C)cc3)c(=O)n12
28) Cc1cc(C)n(CC(=O)N/N=C/c2ccc(C)o2)n1
29) O=C(c1cc(-c2ccccc2)nc2ccccc12)N1CCCC1
30) CCOc1ccc(C(=O)NCC(=O)OCc2c(C)noc2C)cc1

Compound	21	22	23	24	25	26	27	28	29	30
MBD2 DNA inh	-5	0	-5	4	3	-3	-2	2	-5	-1
PLCb3 inh	1	0	0	-7	-2	-10	0	-3	-1	5
ARFGAP1 inhibitor	6	-5	7	1	3	2	5	-5	9	2
ASAP1 GAP inh	-2	-8	-2	-2	1	5	-2	-1	6	-15
DDE Tn7 FP inh	-6	-7	-1	-6	8	-6	-3	7	7	-6
KLK7 zymogen act	-0.5	0.3	0.0	-0.5	0.1	1.5	-3.6	0.5	-0.4	0.2
DDE Tn6 FP inh	-3	10	1	-2	-1	-11	2	1	-3	-1
UHRF1 MBD2 ctr	-3	1	0	0	-2	-3	-3	3	4	-1
ADAM17 inh	0	-4	-3	-1	-16	5	-5	-6	3	-2
PLCg1 inh	0	0	0	0	-4	-11	-2	-3	5	5

# 13 entries already listed, ordered by SMILES length, falling:
21) CCOC(=O)[C@@H]1CSCCS(=O)(=O)N1C(=O)[C@H](Cc1ccccc1)NC(=O)OC(C)(C)C
26) Cc1ccc2nc(/C(C#N)=C\c3cc(C)n(-c4cccc([N+](=O)[O-])c4)c3C)[nH]c2c1
27) COC(=O)c1nn(-c2cccc(C)c2)c2nnc(Cc3ccc(C)cc3)c(=O)n12
17) CCc1nnc(NC(=O)CCC(=O)N2CCN(Cc3cc(F)ccc3OC)CC2)s1
19) CCC1(CC)NC(=O)N(CC(=O)OCC(=O)Nc2cc(C)ccc2C)C1=O
23) O=[N+]([O-])c1ccc(-c2csc(N3CCc4ccccc4C3)n2)cc1
30) CCOc1ccc(C(=O)NCC(=O)OCc2c(C)noc2C)cc1
29) O=C(c1cc(-c2ccccc2)nc2ccccc12)N1CCCC1
25) N/C(=N\OC(=O)c1cccc2ccccc12)c1cccnc1
28) Cc1cc(C)n(CC(=O)N/N=C/c2ccc(C)o2)n1
24) CCOc1ccc(N=C2NC(=O)SC2CC(=O)OC)cc1 (stereo unspecified)
16) Cc1cc(C)n(CCNC(=O)c2ccco2)n1

Compound	21	26	27	17	19	23	30	29	25	28	24	16
MBD2 DNA inh	-5	-3	-2	-1	4	-5	-1	-5	3	2	4	5
PLCb3 inh	1	-10	0	2	0	0	5	-1	-2	-3	-7	-3
ARFGAP1 inhibitor	6	2	5	9	-1	7	2	9	3	-5	1	15
ASAP1 GAP inh	-2	5	-2	-12	-9	-2	-15	6	1	-1	-2	-10
DDE Tn7 FP inh	-6	-6	-3	-8	-3	-1	-6	7	8	7	-6	0
KLK7 zymogen act	-0.5	1.5	-3.6	-0.1	-0.2	0.0	0.2	-0.4	0.1	0.5	-0.5	-0.3
DDE Tn6 FP inh	-3	-11	2	-3	0	1	-1	-3	-1	1	-2	0
UHRF1 MBD2 ctr	-3	-3	-3	1	-1	0	-1	4	-2	3	0	-1
ADAM17 inh	0	5	-5	-1	-5	-3	-2	3	-16	-6	-1	-1
PLCg1 inh	0	-11	-2	1	-1	0	5	5	-4	-3	0	-1

20) CCN(CC)Cc1cc(C(=O)O)c(C)o1

Compound	20
MBD2 DNA inh	-2
PLCb3 inh	0
ARFGAP1 inhibitor	-3
ASAP1 GAP inh	4
DDE Tn7 FP inh	-3
KLK7 zymogen act	-0.1
DDE Tn6 FP inh	-2
UHRF1 MBD2 ctr	3
ADAM17 inh	-6
PLCg1 inh	-1

# (further entries)
31) CC(C)N(C(=O)COC(=O)c1cncc(Br)c1)C(C)C
32) CCCn1c(SCC(=O)c2cc(OC)ccc2OC)nnc1C(C)C
33) NS(=O)(=O)c1cccc(NC(=O)CSc2nnc(C3CC3)n2C2CC2)c1
34) CCOC(=O)c1nc(NCCc2ccccc2)sc1C
35) O=C(NCc1ccc(Cl)cc1)C(=O)NCC1OCCN1C(=O)c1cccs1 (stereo unspecified)
36) C=C1c2c(Cl)ccc(O)c2C(O)=C2C(=O)[C@]3(O)C(O)=C(C(N)=O)C(=O)[C@@H](N(C)C)[C@@H]3[C@@H](O)C12 (stereo partly specified)
37) O=C(c1ccccc1Cl)N(Cc1ccc(Br)cc1)N1C(=O)CCC1=O
38) C[C@@H]1CN([C@H](C)CO)S(=O)(=O)c2ccc(Br)cc2O[C@H]1CN(C)C(=O)C1CC1
39) COc1ccc(-c2csc(NC(=O)CSCC(=O)Nc3cc(C)on3)n2)c(OC)c1
40) O=C(COC(=O)[C@@H]1CCCN1C(=O)c1cccs1)Nc1cccc(Cl)c1

Compound	31	32	33	34	35	36	37	38	39	40
MBD2 DNA inh	3	-5	-1	3	-2	28*	-6	6	1	-2
PLCb3 inh	-4	-9	-7	-2	-1	-217	-4	-2	-7	-3
ARFGAP1 inhibitor	12	-13	-3	-5	5	-10	5	1	-10	12
ASAP1 GAP inh	-15	0	6	9	4	-5	12	1	-7	-8
DDE Tn7 FP inh	4	1	-3	-3	3	1	-6	-7	-4	1
KLK7 zymogen act	0.4	0.4	0.1	0.2	0.1	-3.8	0.1	0.1	0.3	-0.1
DDE Tn6 FP inh	-2	-4	3	2	0	-11	-10	-10	-3	0
UHRF1 MBD2 ctr	3	1	-3	5	0	59*	1	21*	-1	-4
ADAM17 inh	-2	2	-4	4	-4	-9	-1	-3	-2	-1
PLCg1 inh	0	-5	1	7	-4	-161	0	-1	-5	-1

41) COc1ccc(CNC(=O)CN2C(=O)C(C)N(c3ccc(C)cc3)C2=O)cc1 (stereo unspecified)
42) CCCn1c(-c2ccc[nH]c2=O)nc2cc(C)c(C)cc21
43) COc1cccc(N2CCN(S(=O)(=O)c3ccc4c(c3)CC(C)N4C(=O)C3CC3)CC2)c1 (stereo unspecified)
44) COc1cc(/C=C2\C(=N)N3N=C(CC(=O)N4CCOCC4)SC3=NC2=O)cc(OC)c1OC
45) O=C1CNC(=O)/C1=C/c1ccccc1

Compound	41	42	43	44	45
MBD2 DNA inh	-3	-1	2	-1	-1
PLCb3 inh	0	i	-8	-29	4
ARFGAP1 inhibitor	1	-1	18	-2	-9
ASAP1 GAP inh	-4	3	-8	-11	1
DDE Tn7 FP inh	4	-8	-5	-3	3
KLK7 zymogen act	-0.2	18*	-0.4	-0.3	0.1
DDE Tn6 FP inh	-5	-1	7	7	4
UHRF1 MBD2 ctr	1	4	0	-2	-1
ADAM17 inh	-2	-436	-1	-12	-1
PLCg1 inh	1	i	-3	-18	0
